Assay outcomes (PubChem BioAssay)
HKDC1 inh: inhibitors of human hexokinase HKDC1; 340,000 compounds, 0.16% hits; recombinant HKDC1, G6PDH/diaphorase resazurin coupled fluorescence; inhibition, % at 20 µM; AID 493160; Q2TB90;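 active means inhibition above about 35% when tested at 20 µM, limit read from the data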;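 further: plate controls were DMSO wells with enzyme for no effect and DMSO wells lacking enzyme for full effect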
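test system = in-house recombinant HK5 (HKDC1) enzyme | amount = HKDC1 at 5 µg/mL | control set = DMSO-enzyme wells negative, buffer-substituted wells positive | compound = one dose of 20 µM, 1% DMSO | schedule = reaction time 90 min, room temperature, protected from light | technique = resorufin fluorescence at 613 nm | reagent = glucose with 1 mM ATP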
PfG6PD inh: PfG6PD (Plasmodium falciparum) enzyme inhibition; PfGluPho enzyme, NADPH resazurin-diaphorase fluorescence; inhibition, % at 20 µM; 350,000 compounds, 0.78% hits; AID 504690;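 active means inhibition reaching at least a set limit at 20 µM in the primary screen, cut at about 59% in these data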;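 further: 0% = DMSO wells with substrate and 100% = DMSO wells lacking glucose-6-phosphate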
SENP7 inh: blocks the human protease SENP7; Q9BQF6; recombinant SENP7, Z-RLRGG-aminoluciferin luminescence, 40 min; inhibition, % at 5 µM; 330,000 compounds, 1.5% hits; AID 434973;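 active means inhibition above about 50% at the single test dose, limit read from the data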;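 further: plate controls were DMSO with enzyme for no effect and no enzyme buffer wells for full effect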
NALP3 yeast inh: blocks the NALP3 inflammasome reconstituted in yeast. Yeast reconstituted NLRP3/ASC/caspase-1, beta-gal luminescence, 24 h. inhibition, % at 10 µM. 330,000 compounds, 0.39% hits;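 active means inhibition of 50% or more; inactive means inhibition below 50%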;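 further: plate controls were induced DMSO wells for no effect and uninduced yeast grown without galactose for full effect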
Apaf1 inhib: human Apaf-1 inhibition; AID 489030; reconstituted apoptosome caspase-3 activity, DEVD-Rh110 fluorescence; 330,000 compounds, 0.71% hits; inhibition, % at 20 µM; active means inhibition of at least 40% at 20 µM;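 further: plate controls were DMSO wells for no effect and DEVD-CHO caspase inhibitor wells for full effect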
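Assay system – apoptosome proteins · Medium – Hepes buffer, pH 7.5 · Also added – cytochrome c with DEVD-Rh110 · Timing – 30 min compound preincubation, 50 min activation, room temperature · Detection – Rh110 fluorescence, excitation 480 nm, emission 540 nm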
SENP1 FRET inh: SENP1 (human) catalytic domain inhibition | recombinant SENP1 catalytic domain, CyPet-SUMO1-YPet FRET cleavage | inhibition, % at 10 µM | Q9P0U3 | AID 624204 | 360,000 compounds, 0.21% hits;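 active means inhibition at least 30% at 10 µM, raw YFP signal under a set limit, fluorescence ratio 0.5 to 1.5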;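 further: 0% = enzyme with DMSO and 100% = no enzyme wells; some results filed as inactive read as strong as hits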
Target sequence (Q9P0U3 419-644 limits assumed): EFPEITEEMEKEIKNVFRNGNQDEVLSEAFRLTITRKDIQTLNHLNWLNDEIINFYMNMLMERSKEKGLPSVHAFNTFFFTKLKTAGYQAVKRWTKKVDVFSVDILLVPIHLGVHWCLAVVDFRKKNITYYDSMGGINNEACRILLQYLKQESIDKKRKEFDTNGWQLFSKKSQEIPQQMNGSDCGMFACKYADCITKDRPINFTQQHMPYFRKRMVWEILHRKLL
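Test system: human SENP1 catalytic domain; medium: Tris pH 8 buffer plus EDTA, NaCl, BME, BSA, NP40, catalase; incubation: 50 min reaction at room temperature; technique: FRET, CFP and YFP emission; controls: no-enzyme low control and enzyme-plus-DMSO high control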
SENP8 block-1: blocks human SENP8 cleavage of Nedd8 substrate; Q96LD8; recombinant SENP8, Nedd8 substrate fluorescence; inhibition, % at 20 µM; 360,000 compounds, 0.64% hits; AID 602440; in the data active means inhibition mostly above about 40%, no sharp cut-off; inactive means mostly below about 27%
Target sequence (Q96LD8 whole entry, looked up): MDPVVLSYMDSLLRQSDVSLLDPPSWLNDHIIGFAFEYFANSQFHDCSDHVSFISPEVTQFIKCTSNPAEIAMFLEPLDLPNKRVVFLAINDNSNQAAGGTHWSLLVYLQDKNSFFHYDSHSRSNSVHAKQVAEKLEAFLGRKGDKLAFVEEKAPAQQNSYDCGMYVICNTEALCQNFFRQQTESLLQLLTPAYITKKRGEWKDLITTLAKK
SENP6 inh: inhibitors of human SENP6 protease. Q9GZR1. Recombinant SENP6 catalytic domain, aminoluciferin luminescence. inhibition, % at 10 µM. 330,000 compounds, 1.8% hits. AID 2599;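 active means inhibition above about 50% at the single tested dose, limit read from the data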;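 further: plate controls were DMSO wells with enzyme for no effect and DMSO wells lacking enzyme for full effect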
Target sequence (Q9GZR1 628-1112 limits assumed): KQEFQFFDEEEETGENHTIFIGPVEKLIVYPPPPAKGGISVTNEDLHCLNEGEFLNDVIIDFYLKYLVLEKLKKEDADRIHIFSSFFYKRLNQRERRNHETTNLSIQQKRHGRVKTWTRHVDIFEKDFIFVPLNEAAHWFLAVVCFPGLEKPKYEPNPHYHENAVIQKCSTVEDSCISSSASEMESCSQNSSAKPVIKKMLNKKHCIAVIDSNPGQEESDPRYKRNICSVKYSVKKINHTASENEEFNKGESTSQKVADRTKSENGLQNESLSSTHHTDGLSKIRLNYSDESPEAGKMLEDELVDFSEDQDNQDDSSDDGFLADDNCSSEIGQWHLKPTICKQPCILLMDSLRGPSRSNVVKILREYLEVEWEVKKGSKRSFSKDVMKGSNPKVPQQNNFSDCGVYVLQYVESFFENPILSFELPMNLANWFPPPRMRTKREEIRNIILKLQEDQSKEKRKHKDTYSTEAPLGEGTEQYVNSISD
SENP8 block-2: SENP8 protease inhibition. Q96LD8. purified SENP8, Z-RLRGG-aminoluciferin cleavage, luminescence. inhibition, % at 10 µM. 330,000 compounds, 1.2% hits. AID 2540; in the data active means inhibition above about 50%
Numbers without * were called inactive; nt = not tested or not shown.

Screens in order – HKDC1 inh	PfG6PD inh	SENP7 inh	NALP3 yeast inh	Apaf1 inhib	SENP1 FRET inh	SENP8 block-1	SENP6 inh	SENP8 block-2
Cc1ncc(CSc2nccc(=O)[nH]2)c(CO)c1O
    -0.9	1.3	-1.1	3.8	-5.9	3.0	-65.2	-0.5	-1.7
CCOCCCn1cnc2c3cc(F)ccc3n(C)c2c1=O
    -6.1	11.3	-2.1	37.7	-8.2	-1.3	-338.6	-5.4	7.7
Cc1ccc2nc(Cl)c(C3CC(c4cccs4)=NN3S(C)(=O)=O)cc2c1 (stereo not drawn)
    -0.6	22.7	5.8	18.1	10.6	-6.7	3.1	-11.8	-0.2
Cc1ccc(C)c(Nc2nc3nonc3nc2N2CCOCC2)c1
    -2.9	-2.9	5.0	11.5	-3.1	2.5	16.5	0.6	5.6
O=C(NC(=S)NCc1ccco1)c1ccccc1[N+](=O)[O-]
    -1.2	-20.6	2.2	17.7	-5.4	-0.9	13.3	2.6	3.1
CCOC(=O)c1c(C)oc2cc(Sc3ccccc3)c(O)c(O)c12
    8.5	30.2	-4.4	20.1	7.8	2.4	23.4	2.6	-14.2
COCCN(C(=O)COC(=O)c1cc(C)oc1C)c1c(N)n(Cc2ccccc2)c(=O)[nH]c1=O
    0.2	-2.7	4.0	4.2	5.8	-4.1	-2.4	-13.3	-4.4
N#CC(C#N)=Cc1cc2ccccc2nc1N1CCCCC1
    37.9*	8.7	6.1	13.0	-8.7	-2.8	-168.9	2.6	2.1
COC(=O)c1ccccc1NC(=O)NCCc1ccc(OC)c(OC)c1
    -6.5	-14.3	-5.8	12.6	-6.8	0.4	-91.3	-34.1	-5.4
Cc1ccc(NC2=NCC(Cc3ccc(Br)cc3)S2)cc1 (stereo not drawn)
    -4.8	26.5	1.2	34.0	31.4	-0.7	7.4	1.4	-2.5

Results in PfG6PD inh and NALP3 yeast inh (two entries from above):
Molecule	PfG6PD inh	NALP3 yeast inh
COC(=O)c1ccccc1NC(=O)NCCc1ccc(OC)c(OC)c1	-14.3	12.6
Cc1ccc(NC2=NCC(Cc3ccc(Br)cc3)S2)cc1 (stereo not drawn)	26.5	34.0

Additional records.
Screens in order – HKDC1 inh	PfG6PD inh	SENP7 inh	NALP3 yeast inh	Apaf1 inhib	SENP1 FRET inh	SENP8 block-1	SENP6 inh	SENP8 block-2
COc1ccc(N2CSC3=C(C#N)C(c4ccc(OC)c(OC)c4)CC(=O)N3C2)c(OC)c1 (stereo not drawn)
    14.0	80.3*	6.3	11.5	25.0	-93.8	0.6	-2.4	10.2
CC1(C)C/C(=N\O)C(C(O)c2cccc([N+](=O)[O-])c2)C(C)(C)N1 (stereo not drawn)
    -1.0	-6.8	6.4	-0.2	-7.0	1.3	6.0	-18.6	4.1
CC1CN(C/C(=N\O)C23CC4CC(CC(C4)C2)C3)CC(C)O1 (stereo not drawn)
    -1.2	4.7	nt	nt	nt	0.3	16.9	nt	nt
Cn1c(=O)[nH]c(=O)c2c1nc(SCCC(=O)O)n2Cc1cccc(Br)c1
    -3.9	6.8	7.1	8.7	-2.1	-0.3	6.1	6.6	7.5
Cc1ccc(C(=O)Nc2nc(-c3ccccn3)cs2)cc1S(=O)(=O)N1CCOCC1
    -2.5	51.5	7.0	-4.6	26.4	-7.4	-33.2	1.0	8.1
COc1ccc(C(CC(=O)O)n2cnnn2)cc1 (stereo not drawn)
    -6.8	-20.3	6.0	1.3	-3.5	3.6	10.3	-16.2	5.2
CC(Oc1ccc(C#N)cc1)C(=O)c1ccc(F)c(F)c1 (stereo not drawn)
    -0.8	8.0	9.4	5.2	3.4	3.2	5.6	-1.2	5.1
COc1ccc(C(=O)Nc2ccc(NC(=O)c3cccc(OC)c3)cn2)cc1
    1.8	7.0	-2.1	26.5	6.8	3.0	1.9	22.4	4.0
O=C(c1cn(-c2ccccc2)nc1-c1ccccc1)N1CCOCC1
    3.2	-2.8	-8.5	11.0	7.1	1.4	4.8	-7.4	0.0
CCC(C)/C(C)=N/NC(=O)c1ccccc1OCCOc1ccccc1 (stereo not drawn)
    -11.3	-20.7	5.6	17.4	24.6	0.9	0.0	-6.4	-3.2

Going on with the list:
| Structure | HKDC1 inh | PfG6PD inh | SENP7 inh | NALP3 yeast inh | Apaf1 inhib | SENP1 FRET inh | SENP8 block-1 | SENP6 inh | SENP8 block-2 |
| --- | --- | --- | --- | --- | --- | --- | --- | --- | --- |
| Cc1c(C(=O)NCc2cccnc2)oc2ccc(S(=O)(=O)N3CC(C)CC(C)C3)cc12 (stereo not drawn) | -6.5 | -1.9 | 3.3 | 2.0 | 2.0 | 0.4 | 9.1 | -11.8 | -9.3 |
| CC1=Cc2ccccc2C(C#N)N1C(=O)c1ccccc1 (stereo not drawn) | -6.6 | 8.6 | -6.3 | 31.7 | 19.3 | 1.0 | 14.9 | -0.6 | -1.6 |
| O=S1(=O)CCO[C@H]2Cc3ccccc3[C@H]2N1Cc1cccc(Cl)c1 | 5.1 | -11.4 | 3.6 | 36.1 | 9.5 | -0.3 | 7.2 | 0.1 | 1.8 |
| CN(C)S(=O)(=O)c1cc(NC(=O)CNCc2ccc(F)cc2)ccc1Cl | -1.1 | -0.4 | -0.9 | 17.5 | 5.4 | 2.8 | 8.3 | -10.3 | 1.0 |
| O=C(c1ccco1)N1CCN(C(=O)C2CCN(S(=O)(=O)c3cccs3)CC2)CC1 | -7.3 | -3.3 | 2.0 | -7.3 | 6.0 | 0.7 | 16.9 | 1.3 | -7.2 |
| Cc1cc(NC(=O)COC(=O)C2CCN(S(=O)(=O)c3ccccc3)CC2)c([N+](=O)[O-])cc1C | -3.3 | -2.0 | -7.9 | 18.7 | 11.1 | -0.5 | 13.1 | 0.0 | -0.4 |
| CCC/C(C#CCCN1C(=O)c2ccccc2C1=O)=C1/c2ccccc2C(=O)N1c1ccccc1 | 6.2 | 6.1 | 7.7 | 7.3 | 20.7 | -2.6 | -6.6 | -8.8 | -6.6 |
| COc1ccc(NC(=O)c2[nH]ncc2[N+](=O)[O-])cc1 | -6.4 | -13.1 | -7.6 | 10.1 | 12.1 | 2.2 | 13.2 | 10.3 | -5.2 |
| O=C(CN1CCN(c2ccccc2)CC1)Nc1ccccc1C(F)(F)F | -2.0 | 5.3 | -0.6 | 8.0 | 7.1 | 1.5 | 12.3 | -25.6 | -2.7 |
| O=C(CSCc1c(Cl)cccc1Cl)Nc1ccccc1-c1ccccc1 | -1.3 | 8.2 | nt | nt | nt | 0.8 | 12.6 | nt | nt |
| O=C(ON=C1CCSCC1)c1ccccc1 | -1.0 | -14.3 | 5.1 | 18.1 | -7.0 | -0.8 | 25.2 | 24.3 | 7.6 |
| CCOC(=O)CSC(CC)C(=O)Nc1nnc(C(C)C)s1 (stereo not drawn) | -4.5 | 1.1 | -9.5 | -0.9 | 9.6 | -1.6 | 15.9 | 7.2 | 8.0 |
| CN(C)C(=O)CCc1ccc2c3c([nH]c2c1)[C@]1(C)[C@@H](C(=O)N2CCOCC2)C[C@H](CC(=O)NCC24CC5CC(CC(C5)C2)C4)C(=O)N1CC3 | 12.4 | 0.2 | -7.2 | nt | 22.4 | -4.0 | -5.0 | nt | nt |
| c1ccc(CN2CCOCC2)cc1 | 9.8 | -14.0 | 87.3* | 14.2 | -14.5 | 1.5 | 3.5 | -6.7 | 0.7 |
| COc1ccc(C(=O)COC(=O)c2ccc(-n3cnnn3)cc2)c(OC)c1 | 0.5 | 2.2 | -9.7 | 4.9 | -6.0 | 2.0 | 13.1 | -5.8 | -2.3 |
| O=S(=O)(NCC1CCC(NS(=O)(=O)c2c(F)cccc2F)CC1)c1ccc2c(c1)OCCO2 (stereo not drawn) | -1.5 | -3.7 | -9.1 | -0.5 | 12.3 | -0.1 | 12.1 | -4.9 | -6.9 |
| O=C(NCC1CCCO1)C1CCC(=O)N1Cc1ccccc1Cl (stereo not drawn) | -8.2 | -17.0 | -1.6 | -7.9 | -3.1 | 1.2 | 15.8 | 1.7 | 4.8 |
| O=C(CSc1nnc(SCc2ccccc2Cl)s1)N/N=C/c1ccc(C(=O)O)cc1 | 11.3 | -22.8 | 31.4 | 5.4 | -4.2 | 4.1 | 19.0 | 93.3* | 83.0* |
| CNC(=O)c1nc(C)n(-c2cc(Cl)ccc2Cl)n1 | -9.3 | 2.1 | 1.7 | 3.8 | 7.0 | -0.3 | 11.3 | -1.7 | 3.1 |
| COc1cc(C)ccc1Oc1ccc([N+](=O)[O-])cc1 | 9.4 | 63.0* | nt | nt | nt | 1.2 | 26.9 | nt | nt |
| COC(=O)C1C(=O)CC(C)(O)C(C(=O)OC)C1c1ccc2c(c1)OCO2 (stereo not drawn) | -6.2 | -5.8 | 5.4 | 14.7 | -8.1 | 2.5 | -4.1 | -13.9 | -4.3 |
| Cc1ccc(S(=O)(=O)N2CCC(=O)N(CCOC(=O)Nc3cc(C)cc(C)c3)CC2)cc1 | -1.3 | 3.6 | -5.8 | 10.9 | 16.0 | 2.0 | 6.8 | -16.8 | -10.4 |
| COc1ccc(-c2noc(-c3cccnc3)n2)cc1OC | -2.7 | -1.0 | 35.0 | 19.3 | -8.9 | -14.2 | 19.6 | 43.5 | 19.1 |
| FC(F)(F)c1cccc(N2CCN(C(=S)NC3CCCC3)CC2)c1 | -4.0 | 15.0 | -2.9 | 36.1 | 6.7 | 0.6 | 14.6 | 15.5 | -1.1 |
| O=C(COC(=O)Cn1cnc2ccccc21)Nc1ccc2c(c1)C(=O)c1ccccc1C2=O | -1.4 | -8.6 | 27.9 | 33.4 | -2.5 | 2.7 | 14.0 | 0.0 | 3.3 |
| Cc1cc(N2CCOCC2)ccc1/C=C1\SC(=O)N(C(C)C)C1=O | 6.6 | 21.7 | 3.7 | 25.9 | 28.6 | -22.0 | -7.5 | -2.6 | 0.2 |
| COc1ccc(S(=O)(=O)N2CCCN(S(=O)(=O)c3ccc(OC)c(C)c3)CC2)cc1C | 11.7 | 10.6 | 3.9 | 15.0 | 18.1 | 1.8 | 15.9 | -8.1 | 7.2 |

Hits appear at their usual frequency. About 4.1% of those tested had a hit in this group.
